NCI-60 one-dose screen, 48 h, at 10 µM unless noted. Numbers give growth in % (100 = growth as untreated, 0 = no growth, -100 = all killed).
OVCAR-8: OVCAR-8 ovarian cancer; AID 1794782; 4.4% of 81,000 active
OVCAR-5: OVCAR-5 ovarian cancer; 2.9% of 82,000 active; AID 1794783
SK-OV-3: SK-OV-3 ovarian cancer cells; AID 1794785; 3.2% of 80,000 active
OVCAR-4: OVCAR-4 ovarian cancer cells. 3.7% of 80,000 active. AID 1794784
OVCAR-3: OVCAR-3 ovarian cancer. 7% of 79,000 active. AID 1794787
NCI-H522: NCI-H522 lung cancer; 8% of 78,000 active; AID 1794739
IGROV1: IGROV1 ovarian cancer | AID 1794786 | 4.7% of 79,000 active
NCI-H23: NCI-H23 lung cancer | 4% of 80,000 active | AID 1794731
NCI/ADR-RES: NCI/ADR-RES ovarian cells; 4.4% of 81,000 active
* = called active by the depositor; nt = not tested or not shown. Rule for the calls: active = growth percent below 10; inactive = the rest.

SMILES | OVCAR-8 | OVCAR-5 | SK-OV-3 | OVCAR-4 | OVCAR-3 | NCI-H522 | IGROV1 | NCI-H23 | NCI/ADR-RES
O=c1oc2ccc(Br)cc2c(=O)n1-c1ccc(Cl)cc1F | 9.9* | 23.5 | 1.8* | 15.1 | 7.8* | -1.5* | 15.7 | 2.8* | 8.3*
CCSC1OC(C(COC(C)=O)OC(C)=O)C(OC(C)=O)C1NC(C)=S (centres undefined) | 101.1 | 110.0 | 114.5 | 113.5 | 117.9 | 112.9 | 121.1 | 105.5 | 109.3
CCS(=O)(=O)N(C)c1ccc(C(=O)N2CCN(c3cccc(Cl)c3)CC2)cc1 | 102.1 | 105.2 | 103.8 | 97.2 | 79.5 | nt | 82.3 | 82.5 | 96.4
CCCCCCCCCCCCCC | nt | 107.7 | 104.2 | 103.5 | 121.9 | nt | 117.4 | 92.5 | 96.9
COc1cc2ncnc(Oc3ccc(NC(=O)Nc4ccc(C5(C#N)CCCC5)cc4)c4ccccc34)c2cc1OC | 0.6* | 81.0 | 40.7 | -1.3* | 52.0 | 37.8 | 40.0 | 47.6 | 72.2
Cc1cc(=O)oc2c(C)cc(C(C)(C)C)cc12 | 111.3 | 91.2 | 94.6 | 100.0 | 103.8 | nt | 84.5 | 100.2 | 98.7
COC(=N)N(Cc1ccccc1)Cc1ccccc1 | 109.8 | 100.1 | 122.3 | 107.6 | 111.2 | 88.7 | 117.4 | 97.0 | 101.5
S=c1[nH]cccc1-c1nnc2n1Nc1nc3ccc(Cl)cc3cc1CS2 | 102.1 | 95.3 | 94.3 | 100.5 | 105.3 | 82.6 | 90.1 | 92.0 | 99.3
CS(=O)(=O)c1ccc([N+](=O)[O-])cc1 | 103.3 | 106.2 | 112.7 | 93.6 | 121.9 | 120.3 | 120.4 | 103.4 | 97.3
CCn1ccnc1C(=O)/C=C/c1ccc(CC(=O)Nc2ccc(F)cc2)cc1 | -2.1* | 44.5 | 86.6 | 35.4 | -4.7* | 18.2 | 32.3 | 29.2 | 4.5*
CC(Nc1ccccc1)c1cccs1 (centres undefined) | 97.3 | 108.7 | 83.2 | 98.3 | 107.9 | 97.8 | 96.8 | 84.8 | 87.9
O=C(/C(=C\c1ccc([N+](=O)[O-])cc1)S(=O)Cc1ccc(F)cc1)c1ccc(F)cc1 (centres undefined) | 29.3 | 40.4 | 103.1 | 45.0 | 18.1 | -22.1* | -19.1* | 46.7 | 20.7
CCc1c(C)c2cc3nc(-c4ccc(Cl)cc4)oc3c(C)c2oc1=O | 76.4 | 112.4 | 77.8 | 103.6 | 106.4 | 69.6 | 98.7 | 89.6 | 100.2
COc1ccc(C2NC(=O)NC(C)=C2C(=O)OC(C)C)cc1OC (centres undefined) | 126.2 | 107.3 | 111.0 | 111.6 | 106.5 | 92.7 | 104.8 | 100.0 | 101.2
CCn1c2ccccc2c2cc(C3CC3)ccc21 | 103.3 | 107.9 | 108.4 | 102.1 | 111.0 | 95.8 | 103.4 | 94.5 | 101.4
CN[C@@]12CC3(C=CC(=O)C=C3)O[C@]1(Cc1ccc(OC)cc1)N(C)C(=O)N2 | 6.3* | 33.1 | 108.5 | 60.9 | 17.3 | -23.6* | 55.3 | 91.0 | 61.7
COc1cc(/C=C2/C(=O)N=C(NC(C)=O)N2C)ccc1OC(C)=O | 102.9 | 103.8 | 102.7 | 96.5 | 102.4 | 97.4 | 93.5 | 86.2 | 100.2
N#Cc1c(-c2ccc3c(c2)OCO3)c(C#N)c2c(C#N)c(N)nn2c1N | 92.2 | 77.3 | 82.2 | 97.9 | 99.5 | 77.2 | 81.2 | 100.4 | 102.9
COc1ccc(Cn2cc(C(=O)N=Nc3c(O)[nH]c4cc(Cl)c(F)cc34)nn2)cc1 | 99.2 | 121.8 | 116.2 | 104.4 | 105.3 | 84.0 | 109.9 | 98.0 | 104.1
C[C@H](CCC(=O)NCc1ccc(C(=O)Nc2ccccc2N)cc1)[C@H]1CC[C@H]2[C@@H]3[C@@H](O)C[C@@H]4C[C@H](O)CC[C@]4(C)[C@H]3CC[C@]12C | nt | 67.8 | 73.7 | 65.3 | 64.3 | 37.8 | 51.0 | 66.7 | 99.4
Cc1cc2nc(C/C(=N/O)c3ccncc3)c(C/C(=N/O)c3ccncc3)nc2cc1C | 79.4 | 100.6 | 108.5 | 90.0 | 103.5 | nt | nt | 88.7 | 76.1
CC1(COC(=O)/C=C/c2ccc(O)c(O)c2)C(O)C(O)CC2(C)C1CCC1(C)C2CCC2C3C(C(=O)O)CCC3(C(=O)O)CCC21C (centres undefined) | 88.0 | 103.4 | 101.8 | nt | 97.0 | 84.0 | 81.7 | 98.9 | 79.1
COc1cc(C)c(N)cc1N | 124.7 | 105.3 | 94.7 | 95.9 | 99.9 | 145.9 | 106.9 | 93.9 | 99.1
Cc1cc(C)c(C(=O)Sc2ccccc2)c(C)c1 | 95.3 | 105.4 | 84.1 | 94.6 | 100.0 | 99.7 | 91.7 | 95.6 | 102.5
N#Cc1ncc(-c2cc(F)c(F)c(F)c2)c(NC2CCCCCC2)n1 | 96.2 | 103.6 | 88.3 | 77.8 | 100.0 | 94.8 | 93.5 | 92.9 | 95.3
SMILES | OVCAR-8 | OVCAR-5 | SK-OV-3 | OVCAR-4 | OVCAR-3 | NCI-H522 | IGROV1 | NCI-H23 | NCI/ADR-RES
CC(C)OC1OC(OC(C)C)C(OC(C)C)OC1OC(C)C (centres undefined) | 94.4 | 101.6 | 112.8 | 88.9 | 99.5 | 70.9 | 93.9 | 94.9 | 105.4
CCC(C)(C(C#N)C(N)=O)C(C#N)C(N)=O (centres undefined) | 104.6 | 113.1 | 110.5 | 104.8 | 101.5 | 98.9 | 118.4 | 110.6 | 108.1
C=CCOCCN(CC)CC | 108.9 | 95.7 | 97.1 | 100.0 | 103.2 | 100.2 | 118.9 | 88.3 | 97.6
NC(=O)CC(=O)O | 107.9 | 97.7 | 106.3 | 98.7 | 105.7 | 110.5 | 105.7 | 96.8 | 99.9
CCN(CC)CCC(=O)c1cccc([N+](=O)[O-])c1 | 100.5 | 106.7 | 106.6 | 111.9 | 99.5 | 103.2 | 109.3 | 100.3 | 106.8
CCC(=O)N1CCCC1=O | 100.7 | 104.1 | 111.0 | 116.0 | 118.0 | 97.6 | 104.3 | 102.4 | 103.7
Nc1c(C(=O)Nc2ccncc2)sc2nc3c(cc12)CCCC3 | 91.3 | 89.2 | 95.1 | 82.8 | 101.3 | 76.7 | 103.4 | 75.3 | 104.2
COc1ccc(Cn2c(NCCN)nc(=O)n(Cc3ccc(F)cc3)c2=O)cc1 | 98.4 | 102.1 | 80.7 | 87.7 | 94.2 | 77.2 | 91.9 | 99.1 | 95.0
CCOC(=O)C1CCN(S(=O)(=O)c2ccc3c(c2)CN(C(=O)C(F)(F)F)CC3)CC1 | 101.3 | 101.3 | 123.5 | 107.3 | 115.1 | 98.3 | 105.4 | nt | 113.6
c1ccc(-c2nc(Nc3ccc(-c4nc5ccccc5[nH]4)cc3)nc(N3CCOCC3)n2)cc1 | -50.4* | 0.6* | -30.3* | -47.2* | -73.4* | -68.2* | -38.1* | -59.1* | -60.8*
Nc1c(C(=O)Nc2cccc3ccccc23)sc2nc3c(cc12)CN(CCc1ccccc1)CC3 | 100.1 | 98.3 | 93.6 | 66.4 | 97.4 | 69.8 | 94.9 | 87.2 | 87.2
N#C/C(=C/c1c(Cl)cccc1Cl)C(N)=O | 103.2 | 89.7 | 94.6 | 102.8 | 98.5 | 76.6 | 97.7 | 98.7 | 98.4
CC(=O)N1N=C(c2ccc(Oc3nnnn3-c3ccccc3)cc2)OC1c1ccc(F)cc1 (centres undefined) | 102.3 | 111.7 | 123.4 | 95.6 | 109.2 | 74.0 | 103.5 | 89.6 | 97.0
COc1cc(C2N(c3ccccc3)NC(=O)[C@@H]3CCCN23)cc(OC)c1OC (some centres undefined) | 99.5 | 108.5 | 101.4 | 100.3 | 96.8 | 69.6 | 101.7 | 90.2 | 97.0
O=C1C=Cc2ccccc2/C1=C/c1sc(=O)[nH]c1O | 112.2 | 100.6 | 111.1 | 99.5 | 107.5 | 94.9 | 65.6 | 88.7 | 104.9
COc1ccc(N2CCN(CC(=O)N3CCN(c4nnc(-c5ccccc5)c(-c5ccccc5)n4)CC3)CC2)cc1 | nt | 90.3 | 80.7 | 49.8 | 49.5 | nt | nt | 46.8 | 49.9
CCCN(CCC)S(=O)(=O)c1ccc(C(=O)OCCCN(C)C)cc1 | 108.3 | 93.9 | 101.5 | 103.4 | 106.6 | 79.7 | 107.3 | 85.6 | 96.9
O=C(/C=C\c1ccccc1)N1c2ccccc2CC1c1c[nH]c2ccccc12 (centres undefined) | 81.0 | 76.8 | 60.5 | 62.0 | 75.0 | 30.2 | 47.3 | 59.5 | 73.6
N#Cc1nc(-c2ccccc2)oc1S(=O)(=O)n1ncnc1N | 91.6 | 108.0 | 98.9 | 99.9 | 109.4 | 63.0 | 103.6 | 94.2 | 109.0
CCCCCc1ccc(S(=O)(=O)OCc2cc(=O)c(O)co2)cc1 | 89.3 | 113.4 | 113.7 | 102.6 | 96.2 | 94.0 | 95.0 | 105.0 | 104.4
OC(c1ccccc1)(c1ccccc1)C(F)(F)Cl | 104.7 | 100.1 | 114.0 | 93.6 | 107.3 | 94.6 | 102.0 | 99.6 | 102.1
Cc1nnc(-n2cccc2)s1 | 101.5 | 93.2 | 102.7 | 98.8 | 109.9 | 88.9 | 101.6 | 99.1 | 107.9
CCCC(=O)Oc1ccc2ccccc2c1 | 94.6 | 116.9 | 91.8 | 104.6 | 113.4 | 96.8 | 105.9 | 98.7 | 101.7
CCOC(=O)C1=C(C)NC(=O)NC1c1ccc(OCC(=O)N=Nc2c(O)[nH]c3ccc(C)cc23)cc1 (centres undefined) | 92.4 | 94.0 | 96.6 | 76.4 | 98.5 | 77.2 | 75.3 | 94.7 | 103.4
Cc1cccc(C)c1Nc1nnc(-c2ccco2)o1 | 111.6 | 93.6 | 111.1 | 105.3 | 97.9 | 104.9 | 102.9 | 94.7 | 97.5

Shown with values under each structure: part of the list above.
Values in the order – OVCAR-8	OVCAR-5	SK-OV-3	OVCAR-4	OVCAR-3	NCI-H522	IGROV1	NCI-H23	NCI/ADR-RES
OC(c1ccccc1)(c1ccccc1)C(F)(F)Cl
→ 104.7	100.1	114.0	93.6	107.3	94.6	102.0	99.6	102.1
Cc1nnc(-n2cccc2)s1
→ 101.5	93.2	102.7	98.8	109.9	88.9	101.6	99.1	107.9
CCCC(=O)Oc1ccc2ccccc2c1
→ 94.6	116.9	91.8	104.6	113.4	96.8	105.9	98.7	101.7
CCOC(=O)C1=C(C)NC(=O)NC1c1ccc(OCC(=O)N=Nc2c(O)[nH]c3ccc(C)cc23)cc1 (centres undefined)
→ 92.4	94.0	96.6	76.4	98.5	77.2	75.3	94.7	103.4

Three consecutive records already listed:
SMILES | OVCAR-8 | OVCAR-5 | SK-OV-3 | OVCAR-4 | OVCAR-3 | NCI-H522 | IGROV1 | NCI-H23 | NCI/ADR-RES
COc1ccc(Cn2c(NCCN)nc(=O)n(Cc3ccc(F)cc3)c2=O)cc1 | 98.4 | 102.1 | 80.7 | 87.7 | 94.2 | 77.2 | 91.9 | 99.1 | 95.0
CCOC(=O)C1CCN(S(=O)(=O)c2ccc3c(c2)CN(C(=O)C(F)(F)F)CC3)CC1 | 101.3 | 101.3 | 123.5 | 107.3 | 115.1 | 98.3 | 105.4 | nt | 113.6
c1ccc(-c2nc(Nc3ccc(-c4nc5ccccc5[nH]4)cc3)nc(N3CCOCC3)n2)cc1 | -50.4* | 0.6* | -30.3* | -47.2* | -73.4* | -68.2* | -38.1* | -59.1* | -60.8*

Next structures
SMILES | OVCAR-8 | OVCAR-5 | SK-OV-3 | OVCAR-4 | OVCAR-3 | NCI-H522 | IGROV1 | NCI-H23 | NCI/ADR-RES
C#C[C@@]1(O)[C@@H](CO)O[C@@H](n2cc(F)c3c(N)ncnc32)[C@@H]1O | 9.5* | 10.0* | -7.8* | 4.8* | 10.9 | -1.5* | -17.4* | -30.5* | 4.8*
CCOC(=O)C(=CNc1cccc(N(C)C)c1)C(=O)OCC | 109.0 | 106.1 | 107.0 | 102.3 | 108.3 | 84.3 | 84.4 | 99.2 | 96.0
CSc1nc(NN)c(C#N)c(-c2cccs2)n1 | 88.8 | 94.8 | 80.7 | 97.0 | 102.0 | 83.3 | 74.8 | 92.9 | 105.2
COc1cc(CNC(=O)CCCC/C=C/C(C)C)ccc1OCc1nnc(Nc2ccc(F)cc2)o1 | 100.4 | 90.4 | 85.4 | 84.2 | 94.7 | 78.6 | 88.3 | 82.9 | 93.7
CCCCS(=O)CCC(N)C(=O)O (centres undefined) | 88.7 | 102.7 | 98.4 | 112.3 | 116.9 | 79.8 | 111.5 | 108.3 | 112.9
COc1cc(C(=O)NC(=S)Nc2csc(-c3ccc(F)cc3)n2)cc(OC)c1OC | 101.2 | 95.4 | 99.7 | 94.0 | 100.2 | 89.7 | nt | 91.8 | 95.8
Fc1cc(C(F)(F)F)ccc1-c1cnc(Cl)nc1NC1CCCCCC1 | 92.2 | 92.3 | 87.9 | 89.8 | 94.6 | 83.5 | 91.9 | nt | 95.2
Clc1nc(N2CCC[N+]3(CC2)CC[N+]2(CCCNCC2)CC3)nc(N2CCC[N+]3(CC2)CC[N+]2(CCCNCC2)CC3)n1 (centres undefined) | 86.0 | 113.4 | 76.2 | 98.4 | 92.2 | 94.0 | 97.3 | 89.2 | 92.6
COc1ccc2nc3cc(Cl)ccc3c(C#N)c2c1 | 61.2 | 149.0 | 86.9 | 103.8 | 82.7 | 74.8 | nt | 106.4 | 124.2
NCCCCCCCN | 104.3 | 107.2 | 99.1 | 99.0 | 94.7 | 68.2 | 98.9 | 93.9 | 98.6

From PubChem
